TAAR1 agonist: human TAAR1 agonists, primary screen, Fluo-8 calcium fluorescence, CHO RD-HGA16 cells | 0.99% of 360,000 active | activation, % at 3 µM | vehicle wells 0%, saturating PEA agonist 100%;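 active = activation above the mean activation of all test compounds in the run plus 3 SD, cut at about 38% in these data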
Target sequence (Q96RJ0 whole entry, looked up): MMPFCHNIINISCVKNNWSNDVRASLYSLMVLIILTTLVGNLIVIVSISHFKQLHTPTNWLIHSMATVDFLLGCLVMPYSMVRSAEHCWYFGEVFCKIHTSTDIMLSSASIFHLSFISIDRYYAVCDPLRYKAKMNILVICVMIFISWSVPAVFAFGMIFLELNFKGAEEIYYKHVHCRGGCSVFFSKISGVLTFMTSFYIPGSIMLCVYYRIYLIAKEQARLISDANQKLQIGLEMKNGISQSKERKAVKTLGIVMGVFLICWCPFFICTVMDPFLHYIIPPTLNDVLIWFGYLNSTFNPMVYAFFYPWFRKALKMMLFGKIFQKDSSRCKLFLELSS
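System: CHO-derived RD-HGA16 cells with stable Gα16 and human TAAR1 / Times: 17-24 h plating, Fluo-8 75 min 37 °C, 30 min RT / Technique: calcium-sensitive Fluo-8 signal, excitation 470-495, emission 515-575 nm / Measure: % activation relative to PEA EC100 response / Benchmarks: DMSO and PEA EC100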
TAAR1 antag: human TAAR1 antagonists, primary screen, Fluo-8 calcium fluorescence, CHO RD-HGA16 cells; AID 624466, 2012; 1.5% of 360,000 active; Trace amine-associated receptor 1 (Homo sapiens), Q96RJ0; antagonist; inhibition, % at 3 µM;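 active = inhibition above a per-plate cutoff, the mean inhibition of test compounds on that plate plus 3 SD, cut at about 49% in these data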;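 also: 0% = DMSO plus EC80 beta-PEA response and 100% = DMSO alone without agonist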
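Test system: RD-HGA16 CHO cells with stable hTAAR1 and Gα16 / Probe or stimulus: EC80 β-phenethylamine stimulus / Times: seeding 17-24 h prior, 75-min 37 °C, 30-min RT dye loading / Detection: Fluo-8 calcium-sensitive fluorescence / Read-out basis: % inhibition scaled between DMSO and EC80 PEA controls / Repeats: singlicate, one well per test compound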
OXTR potentiator: human OXTR potentiators, primary screen, fluorescence, CHO-OTR cells, Fluo-8 calcium; Oxytocin receptor (Homo sapiens), P30559; Fluo-8 calcium fluorescence, potentiator mode; 0% = oxytocin EC15, 100% = EC100; activation, % at 3 µM; 0.061% of 320,000 active; AID 2445, 2010;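 active = activation above that plate's cutoff, the mean activation of tested compounds plus 3 SD, cut at about 6.6% in these data, passing the limit was not always enough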;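 also: 100% uses oxytocin at 75 nM as the full agonist control; some results filed as inactive read as strong as hits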
Target sequence (P30559 whole entry, looked up): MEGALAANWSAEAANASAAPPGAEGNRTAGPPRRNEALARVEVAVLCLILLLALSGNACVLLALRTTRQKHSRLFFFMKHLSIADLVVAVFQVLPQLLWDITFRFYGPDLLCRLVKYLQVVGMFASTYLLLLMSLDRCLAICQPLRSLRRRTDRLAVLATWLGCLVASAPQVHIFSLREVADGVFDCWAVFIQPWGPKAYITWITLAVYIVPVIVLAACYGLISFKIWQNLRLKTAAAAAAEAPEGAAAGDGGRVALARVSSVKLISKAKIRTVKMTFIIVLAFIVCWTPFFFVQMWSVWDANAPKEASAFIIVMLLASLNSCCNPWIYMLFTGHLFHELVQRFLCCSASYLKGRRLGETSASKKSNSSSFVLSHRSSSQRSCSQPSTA
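Measured by – Fluo-8 calcium dye fluorescence · Test system – human OTR in CHO cells · Dosing – one concentration, 3.0 µM compound · Controls – EC15 oxytocin alone as 0%, 75 nM oxytocin as 100% · Evaluation – normalized max/min fluorescence ratio, % activation · Timing – 6 min pre-incubation, 100 s read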
CHRM1 agonist: human M1 muscarinic receptor agonists, primary screen, Fluo-8 calcium fluorescence, CHO-K1 cells, HTS; Muscarinic acetylcholine receptor M1 (Homo sapiens), P11229; CHO-K1 hM1, agonist mode; 0% DMSO, 100% acetylcholine EC100; activation, % at 3 µM; 0.33% of 360,000 active;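 active = activation above the run's mean compound activation plus 3 SD, cut at about 16% in these data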;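 also: peak over basal fluorescence ratio within a 140 s kinetic read after compound addition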
CHO-K1 Ca antag: M1 antagonist counterscreen hit in parental CHO-K1 cells; ATP-induced calcium, Fluo-8 fluorescence; inhibition, % at 3 µM; 0.6% of 360,000 active; AID 602250;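 active = inhibition above a per-plate cutoff, the plate's mean sample inhibition plus 3 SD, cut at about 24% in these data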;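 also: 0% = DMSO plus EC80 ATP and 100% = DMSO alone without ATP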
M1 antag: human M1 muscarinic receptor antagonists, primary screen, CHO-K1 cells, Fluo-8 calcium fluorescence, 1536-well | Muscarinic acetylcholine receptor M1 (Homo sapiens), P11229 | 1.3% of 360,000 active | inhibition, % at 3 µM | CHO-K1 hM1, ACh EC80 antagonist;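 active = percent inhibition above its own plate's cutoff, namely the mean of that plate's compound wells plus 3 SD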;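 also: peak over basal fluorescence ratio during 140 s after agonist addition; 0% = ACh EC80 plus DMSO and 100% = DMSO alone without agonist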
CHO parental Ca: ATP-evoked calcium signal inhibitors, parental CHO, primary screen, counter-screen for OX1R antagonist project, cell-based, fluorescence, Fluo-8 calcium dye | parental CHO-K1, ATP-induced calcium, Fluo-8 fluorescence | inhibition, % at 5.6 µM | 0.63% of 330,000 active | AID 463079, 2010;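 active = inhibition above that plate's mean sample inhibition plus 3 SD, cut at about 26% in these data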;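 also: 0% = ATP-challenged DMSO wells and 100% = DMSO wells without ATP; some compounds past the cut are filed as inactive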
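material = parental CHO cells | also added = ATP as calcium-mobilizing challenge | dosing = single point at 5.6 µM | detection = intracellular calcium via Fluo-8 no-wash fluorescent dye | read-out = % inhibition | benchmarks = low control ATP plus DMSO, high control DMSO only | repeats = one well per compound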
M1 ag parental: counter-screen for M1 agonists: effect in parental CHO-K1 cells; Fluo-8 calcium fluorescence; scaled to maximal ATP response, vehicle zero; activation, % at 3 µM; 0.48% of 360,000 active; in the data active = activation above about 15%;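 also: untransfected CHO-K1 host cells lacking M1 receptor as counterscreen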
M1 PAM parental: nonselective calcium activators in parental CHO-K1 cells, primary screen, counter-screen for M1 PAM project, cell-based, Fluo-8 calcium fluorescence, full deck, 1536-well | ATP EC20; 0% at ATP EC20, 100% at ATP max | activation, % at 3 µM | 0.02% of 360,000 active;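 active = activation above the run cutoff, the mean activation of all test compounds plus 3 SD, cut at about 40% in these data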;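 also: peak over basal fluorescence ratio in a 140 s read after ATP addition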
* marks the source's active call; other numbers are inactive results; x = no result given.

1: COc1ccc(Br)c(OC)c1C(=O)NC(=O)Nc1c(F)cccc1F
2: COc1ccc(OC)c(/C=N/n2c(COc3ccccc3)n[nH]c2=S)c1
3: CCn1c(CSc2nc3ccccc3[nH]2)nc2cc(C(=O)O)ccc21
4: CCOc1ccc(CCNC(=O)c2cccc(S(=O)(=O)N3CCN(C(C)=O)CC3)c2)cc1OCC
5: COc1ccc(NS(=O)(=O)c2cc(C(=O)Nc3ccccc3C(=O)O)ccc2C)cc1
6: COc1ccc(-c2c(C)oc3c(CN4CCOCC4)c(O)ccc3c2=O)cc1OC
7: C/C(=N\NC(=O)c1cccc2ccccc12)c1cccnc1
8: O=C(Cn1cnc2ccccc2c1=O)NNC(=O)c1cccc([N+](=O)[O-])c1

entry no.	1	2	3	4	5	6	7	8
TAAR1 agonist	-2	-2	2	0	11	-1	1	4
TAAR1 antag	-9	-15	-6	-7	-97	6	-17	-5
OXTR potentiator	2	x	-13	-11	0	-11	x	8
CHRM1 agonist	-6	1	0	-4	5	-1	0	-1
CHO-K1 Ca antag	-10	-9	-20	0	9	-6	-9	-10
M1 antag	-10	-24	-12	-11	-13	-10	-7	-7
CHO parental Ca	-23	x	-12	-25	-10	-7	x	-6
M1 ag parental	1.1	-1.1	1.0	0.7	-1.0	1.1	1.1	0.2
M1 PAM parental	13	6	18	10	1	5	-8	2

Arranged by number of heavy atoms (descending): part of the list above.
4: CCOc1ccc(CCNC(=O)c2cccc(S(=O)(=O)N3CCN(C(C)=O)CC3)c2)cc1OCC
2: COc1ccc(OC)c(/C=N/n2c(COc3ccccc3)n[nH]c2=S)c1
1: COc1ccc(Br)c(OC)c1C(=O)NC(=O)Nc1c(F)cccc1F
7: C/C(=N\NC(=O)c1cccc2ccccc12)c1cccnc1

entry no.	4	2	1	7
TAAR1 agonist	0	-2	-2	1
TAAR1 antag	-7	-15	-9	-17
OXTR potentiator	-11	x	2	x
CHRM1 agonist	-4	1	-6	0
CHO-K1 Ca antag	0	-9	-10	-9
M1 antag	-11	-24	-10	-7
CHO parental Ca	-25	x	-23	x
M1 ag parental	0.7	-1.1	1.1	1.1
M1 PAM parental	10	6	13	-8

New compounds follow.
9: O=c1[nH]c2ccccc2cc1-c1noc(-c2cccnc2)n1
10: O=C(N/N=C/C=C/c1ccccc1)c1ccccn1
11: COc1cc(CNc2ncc(-c3ccc(Cl)cc3)n2C)cc(OC)c1OC
12: O=c1c(OCc2ccccc2)cccn1Cc1ccccc1
13: O=C(NCc1ccccc1)c1ccc2c(c1)S(=O)(=O)c1cc(Cl)ccc1C2=O
14: COc1ccc(SC[C@H](CC(C)C)N2CCN(CCc3ccccc3)CCC2=O)cc1
15: COc1ccc(C2C(C(=O)NCC3CCCO3)CCC(=O)N2c2ccc3c(c2)OCO3)cc1 (stereo not drawn)
16: Cc1ccnc(NC(=O)C2CCN(S(=O)(=O)c3ccc(C)c(C)c3)CC2)c1

entry no.	9	10	11	12	13	14	15	16
TAAR1 agonist	4	3	5	1	21	26	1	0
TAAR1 antag	-12	4	-4	-7	40	21	3	-19
OXTR potentiator	1	-10	-12	x	-2	-19	-2	-13
CHRM1 agonist	-5	-1	-5	-9	-3	-14	-2	-1
CHO-K1 Ca antag	0	-4	7	1	-5	-10	-13	4
M1 antag	-9	-11	0	0	1	-5	-13	-26
CHO parental Ca	-8	-10	-7	x	-18	-21	-8	-22
M1 ag parental	0.3	1.6	2.3	-0.1	0.3	0.3	0.6	0.7
M1 PAM parental	12	8	1	-12	11	8	19	1

17: Cc1ccc2c(c1)C1(OCCCO1)C(=O)N2
18: CC(C)C[C@@H]1COc2cc(N3CCC[C@@H]3CO)ccc2S(=O)(=O)N1
19: Cc1nc2ccccc2n(CC(=O)Nc2cc(Cl)cc(Cl)c2)c1=O
20: COc1ccc(/C=N/NC(=O)c2nn(-c3ccccc3)c(=O)c3c(N)scc23)cc1
21: Cc1ccc(S(=O)(=O)CCc2nnc(NC(=O)c3ccco3)s2)cc1
22: O=c1c2ccccc2c(-c2ccccc2)nn1-c1ccc(Cl)c(Cl)c1
23: CCN(CC(=O)NCc1cccs1)C(=O)c1ccc(S(=O)(=O)Nc2ccccc2OC)cc1
24: COc1ccc(CNC(=O)CN2C(=O)NC3(CCCc4sccc43)C2=O)cc1OC (stereo not drawn)

entry no.	17	18	19	20	21	22	23	24
TAAR1 agonist	0	3	26	5	x	2	1	5
TAAR1 antag	19	-25	17	19	x	-4	27	9
OXTR potentiator	-12	x	-8	-7	1	-16	x	-7
CHRM1 agonist	-3	x	-6	1	-5	-4	-2	-4
CHO-K1 Ca antag	-3	-10	-6	-10	-6	-2	-16	-19
M1 antag	-5	x	0	6	-6	-3	-16	-7
CHO parental Ca	-3	x	-4	-3	-7	-2	x	-13
M1 ag parental	0.0	0.5	6.1	0.0	0.5	0.0	2.7	-0.2
M1 PAM parental	-5	4	14	4	12	10	5	7

Along the list, as entered above.
Entries 17–24 in TAAR1 antag: 19, -25, 17, 19, x, -4, 27, 9
Entries 17–24 in CHRM1 agonist: -3, x, -6, 1, -5, -4, -2, -4
Entries 17–24 in CHO-K1 Ca antag: -3, -10, -6, -10, -6, -2, -16, -19

Next compounds.
25: CCOC(=O)CSC1=C(C#N)C(c2ccccc2)C(C(C)=O)=C(C)N1 (stereo not drawn)
26: NS(=O)(=O)c1ccc(CCNC(c2ccccc2)c2ccccc2)cc1
27: O=C(c1cccc(F)c1)N1CCCc2ccccc21
28: Cc1ccc2nc(NC(=O)CN3C(=O)NC4(CCCC4)C3=O)sc2c1
29: CCN(C(=O)CN1CCOCC1)C1(C)C(=O)c2ccccc2C1=O
30: CC(Oc1ccc(Br)cc1)C(=O)Nc1nc(-c2ccccn2)cs1 (stereo not drawn)
31: COc1ccc(-n2c(=S)[nH]c(=O)c3cccnc32)cc1
32: CN(C)N=Nc1ccc(S(=O)(=O)NC(Cc2ccccc2)C(=O)O)cc1 (stereo not drawn)

entry no.	25	26	27	28	29	30	31	32
TAAR1 agonist	3	-2	0	3	8	0	3	-1
TAAR1 antag	17	7	-4	-10	0	6	-18	-8
OXTR potentiator	-11	-2	-4	-5	3	-2	-12	-3
CHRM1 agonist	-6	-10	-6	-1	-7	-2	0	1
CHO-K1 Ca antag	-5	-10	-1	-2	-1	15	-11	-3
M1 antag	1	0	-14	4	-11	13	10	-13
CHO parental Ca	-13	-1	-10	-24	4	35*	-10	-4
M1 ag parental	5.0	0.8	-0.3	0.9	0.0	1.0	5.2	1.1
M1 PAM parental	2	11	-5	-5	21	-21	27	13

33: CSC1=NSC2=NC(=O)/C(=C\c3coc4ccccc4c3=O)C(=N)N12
34: CCOC(=O)c1c(/N=C/N(C)C)sc(C)c1C
35: CCCC(=O)Nc1ccc2c(c1)nc1n2CCN(C2CCCCC2)C1
36: Cc1cc2c(c(SCC(N)=O)n1)C(=O)OC2
37: CCOc1ccc(NC(=O)C2CCN(S(=O)(=O)c3c(C)n[nH]c3C)CC2)cc1
38: CC1=C(C)CC(C(=O)N2CCN(Cc3ccc4c(c3)OCO4)CC2)C(C(=O)O)C1 (stereo not drawn)
39: CCCC(=O)NC(C)c1nc2ccccc2n1C(C)C (stereo not drawn)
40: O=C(COC(=O)Cc1cccs1)Nc1ccc(OC(F)(F)F)cc1

entry no.	33	34	35	36	37	38	39	40
TAAR1 agonist	383*	9	1	0	1	2	0	0
TAAR1 antag	107*	4	-27	-14	0	19	-5	0
OXTR potentiator	-11	-15	-2	-15	-6	-13	-3	7
CHRM1 agonist	45*	-4	-4	-2	-2	-6	-4	-2
CHO-K1 Ca antag	21	-9	-15	-7	-12	12	6	-5
M1 antag	35*	-4	-7	8	-5	3	6	-14
CHO parental Ca	15	-7	-4	-7	-5	0	-7	0
M1 ag parental	20*	-0.8	1.4	0.6	-0.4	-0.2	0.3	0.1
M1 PAM parental	-7	11	-8	-4	23	-9	12	-6

41: CC[C@@]1(C(=O)OC)N[C@H](CN(C)S(=O)(=O)c2ccc(OC(F)(F)F)cc2)[C@@H]2C(=O)N(C)C(=O)[C@@H]21
42: Cc1cc(C(=O)Nc2cc(C(C)(C)C)on2)c(C)o1
43: CC(=O)COc1cc(C)cc2oc(=O)cc(-c3ccccc3)c12
44: Cc1oc(-c2ccccc2)nc1Cn1cccc1C1=NC(c2ccccc2)CO1 (stereo not drawn)
45: COc1cccc(NS(=O)(=O)c2c(C)nc3sccn3c2=O)c1
46: Cc1cc(-c2cccc([N+](=O)[O-])c2)nc2ccccc12
47: N#C/C(=C1\CCCN1)c1nc(-c2ccccc2)cs1
48: Brc1ccc(C2C3=C(Nc4ncnn42)c2ccccc2OC3c2ccncc2)cc1 (stereo not drawn)

entry no.	41	42	43	44	45	46	47	48
TAAR1 agonist	-1	4	2	4	7	-2	9	43*
TAAR1 antag	0	-1	-5	-20	-11	-19	-10	19
OXTR potentiator	-1	-1	-8	-8	-7	-1	-4	-4
CHRM1 agonist	-2	-4	-5	-4	-3	-5	-4	-6
CHO-K1 Ca antag	-20	4	0	13	-14	-1	-2	-4
M1 antag	-16	-8	-3	6	-15	14	20	0
CHO parental Ca	-15	0	-9	-16	4	-6	-12	-25
M1 ag parental	0.0	1.0	0.0	0.4	2.6	3.6	-0.3	0.5
M1 PAM parental	13	9	-1	-3	29	14	-3	26

49: O=C(Cc1cccc(NC(=O)C2CCN(C(=O)C3CC3)CC2)c1)Nc1cccc(C(=O)N2CCOCC2)c1
50: COc1cccc(-c2cc(C(F)(F)F)nc(N3CCC(C)CC3)n2)c1
51: CN1CCN(C(=O)c2ccc(C3SCC(=O)N3Cc3ccco3)cc2)CC1 (stereo not drawn)
52: O=C(CSc1nc(-c2ccccc2)ns1)N1CCOCC1

entry no.	49	50	51	52
TAAR1 agonist	0	1	10	-1
TAAR1 antag	-1	4	2	4
OXTR potentiator	x	-2	-8	1
CHRM1 agonist	-1	-1	-6	-5
CHO-K1 Ca antag	4	24	1	-1
M1 antag	-8	14	5	-11
CHO parental Ca	x	-12	5	4
M1 ag parental	-0.2	-0.2	0.5	0.7
M1 PAM parental	-10	-9	13	8

Source: PubChem (The Scripps Research Institute Molecular Screening Center)
